Source: PubChem BioAssay
APJ antag = antagonists of human apelin receptor APJ, primary screen, CHO-K1 cells, beta-arrestin complementation, luminescence | inhibition, % at 20 µM | 330,000 compounds, 0.32% hits | AID 2521, 2010;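 active = inhibition above about 40% at 20 µM, limit read from the data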;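 also: cells challenged with 10 nM apelin-13 agonist together with compound; plate controls were apelin-13 plus DMSO wells for no effect and DMSO wells lacking apelin-13 for full effect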
CXCR6 inh = CXCR6 receptor inhibitors, primary screen, cell-based, beta-arrestin, luminescence, CHO-K1 PathHunter, 1536-well; C-X-C chemokine receptor type 6 (Homo sapiens), O00574; inhibition, % at 20 µM; 360,000 compounds, 0.36% hits; AID 602244, 2012; in the data active = inhibition above about 34%, passing the limit was not always enough;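 also: antagonist mode with CXCL16 agonist at 10 nM final; 0% = 10 nM CXCL16 with DMSO and 100% = unstimulated wells without agonist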
Target sequence (O00574 whole entry, looked up): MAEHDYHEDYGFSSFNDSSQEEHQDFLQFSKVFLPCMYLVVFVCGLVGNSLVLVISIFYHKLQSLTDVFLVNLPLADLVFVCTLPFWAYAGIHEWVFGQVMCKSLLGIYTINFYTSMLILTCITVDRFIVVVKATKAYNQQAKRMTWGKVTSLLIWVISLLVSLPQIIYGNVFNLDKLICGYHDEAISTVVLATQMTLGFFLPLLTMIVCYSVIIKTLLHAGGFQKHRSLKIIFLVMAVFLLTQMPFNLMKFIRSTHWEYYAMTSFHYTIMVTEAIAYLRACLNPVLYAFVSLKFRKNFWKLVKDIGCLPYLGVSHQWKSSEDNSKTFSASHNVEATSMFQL
697 NFkB inh = inhibitors of PMA/ionomycin-induced NF-kB reporter, 697 cells, primary screen, B-cell NF-kB inhibitor project, cell-based, luminescence, uHTS; 697 B-cell NF-kB luciferase reporter, 16 h; inhibition, % at 4 µM; 330,000 compounds, 0.33% hits; AID 435022, 2010; in the data active = inhibition above about 35%
Jurkat NFkB inh = inhibitors of induced NF-kB luciferase reporter, primary screen, TCR NF-kB activation inhibitor project, cell-based, luminescence, uHTS | Jurkat, PMA/ionomycin-induced NF-kB luciferase reporter | inhibition, % at 4 µM | 330,000 compounds, 0.53% hits; in the data active = inhibition above about 50%
CCR6 antagonist = CCR6 receptor antagonists, primary screen, cell-based, CHO-K1, luminescence, beta-arrestin, uHTS; CHO-K1 CCR6 PathHunter beta-arrestin, CCL20-stimulated; 340,000 compounds, 0.49% hits; inhibition, % at 20 µM; C-C chemokine receptor type 6 (Homo sapiens), P51684;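 active = compounds whose inhibition of the agonist-driven luminescence signal at 20 µM reaches about 50%, limit read from the data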;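 also: cells stimulated with CCL20 at 14 nM final; plate controls were DMSO with CCL20 for no effect and DMSO without agonist for full effect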
Target sequence (P51684 whole entry, looked up): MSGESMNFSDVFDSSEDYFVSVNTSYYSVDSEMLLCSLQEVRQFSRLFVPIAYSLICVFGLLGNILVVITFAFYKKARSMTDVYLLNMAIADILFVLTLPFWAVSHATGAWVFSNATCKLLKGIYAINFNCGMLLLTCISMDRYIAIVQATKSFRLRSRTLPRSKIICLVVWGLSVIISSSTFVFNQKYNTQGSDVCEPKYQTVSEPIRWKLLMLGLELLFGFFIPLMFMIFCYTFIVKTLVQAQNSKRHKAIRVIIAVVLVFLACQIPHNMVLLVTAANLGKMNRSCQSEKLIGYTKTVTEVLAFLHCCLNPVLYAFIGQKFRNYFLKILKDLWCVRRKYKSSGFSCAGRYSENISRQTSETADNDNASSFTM
Gli-Sufu block = Gli-Sufu pathway antagonists, primary screen, luciferase luminescence, Sufu-KO-LIGHT cells, uHTS | Sufu-KO-LIGHT fibroblasts, Gli luciferase reporter luminescence | inhibition, % at 5 µM | 340,000 compounds, 0.74% hits | AID 588413, 2011;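 active = inhibition above about 55%, limit read from the data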;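 also: 0% = DMSO-treated cells and 100% = wells with medium but no cells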
EBI2 block = EBI2 receptor antagonists, beta-arrestin recruitment, primary screen, cell-based, luminescence, 7a,25-OHC stimulation, uHTS; G-protein coupled receptor 183 (Homo sapiens), P32249; 7a,25-OHC stimulated; inhibition, % at 5 µM; 360,000 compounds, 0.81% hits; AID 651636, 2012; in the data active = inhibition above about 38%;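 also: enzyme fragment complementation signal reports receptor beta-arrestin coupling in cells; 0% = agonist plus DMSO wells and 100% = wells without agonist; some results beyond the cut were filed as inactive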
UBC13 polyUb = UBC13 polyubiquitin chain formation inhibitors, primary screen, biochemical, TR-FRET, uHTS. Ubiquitin-conjugating enzyme E2 N (Homo sapiens), P61088. inhibition, % at 20 µM. 330,000 compounds, 0.47% hits; in the data active = inhibition above about 45%, passing the limit was not always enough
Active calls of the source: *; / = not tested or not shown; & = joins results of further samples. Only part of the results is shown. The share of hits here may be higher or lower than overall.

1. NS(=O)(=O)c1cc2c(cc1C(F)(F)F)NC(Cc1ccccc1)NS2(=O)=O (configuration not stated)
2. CN1CCC(=C2c3ccccc3CCc3sccc32)CC1
3. CC(C)(CO)[C@@H](O)C(=O)NCCC(=O)O
4. Cc1cc(C)nc(/N=C(\N)Nc2ccc(S(N)(=O)=O)cc2)n1
5. CC(Oc1c(Cl)cccc1Cl)C1=NCCN1 (configuration not stated)
6. CC(C)=CC(=O)O[C@@H]1Cc2cc3ccc(=O)oc3cc2OC1(C)C
7. CC1=C(C(=O)O)N2C(=O)[C@@H](NC(=O)[C@H](N)c3ccc(O)cc3)[C@H]2SC1
8. CC1(C)O[C@H]2CC(=O)OCC23[C@H]2CC[C@@]4(C)[C@H](c5ccoc5)OC(=O)[C@H]5O[C@]54[C@]2(C)C(=O)C[C@@H]13 (some centres not stated)

Assay by compound	1	2	3	4	5	6	7	8
APJ antag	22	9	-7	-15	-3	-5	/	-89
CXCR6 inh	4	-3	0	2	/	-4	5	-8
697 NFkB inh	17	5	22	-2	7	-4	/	1
Jurkat NFkB inh	8	-1	-4	5	-1	28	/	-2
CCR6 antagonist	1	20	17	0	/	15	-3	1
Gli-Sufu block	-3	35	-2	0	/	1	22	6
EBI2 block	-5	6	-4	-13	/	6	-1	-4
UBC13 polyUb	15	8	1	6	-14	-4	/	-2

In the list so far, these have a carbonyl joined to an NH by a bond outside any ring.
3. CC(C)(CO)[C@@H](O)C(=O)NCCC(=O)O
7. CC1=C(C(=O)O)N2C(=O)[C@@H](NC(=O)[C@H](N)c3ccc(O)cc3)[C@H]2SC1

Assay by compound	3	7
APJ antag	-7	/
CXCR6 inh	0	5
697 NFkB inh	22	/
Jurkat NFkB inh	-4	/
CCR6 antagonist	17	-3
Gli-Sufu block	-2	22
EBI2 block	-4	-1
UBC13 polyUb	1	/

Next part.
9. Nc1cc(-c2ccncc2)c[nH]c1=O
10. CCCn1ncc(CN2CCCC(C(=O)c3cccc(OC(C)C)c3)C2)c1C (configuration not stated)
11. CC(=O)O[C@]1(C(C)=O)CC[C@H]2[C@@H]3C=C(Cl)C4=CC(=O)[C@@H]5C[C@@H]5[C@]4(C)[C@H]3CC[C@@]21C
12. C=C1c2cccc(O)c2C(=O)C2C(=O)[C@]3(O)C(=O)C(C(N)=O)C(=O)[C@@H](N(C)C)[C@@H]3[C@@H](O)[C@H]12 (some centres not stated)
13. CC(C)Cn1cnc2c1c(=O)n(C)c(=O)n2C
14. CCCOc1ccccc1-c1nc2n[nH]nc2c(=O)[nH]1
15. CC1=NN(c2ccccc2)C(=O)C1
16. C[C@H](CCC(=O)O)[C@H]1CC[C@H]2[C@@H]3[C@@H](O)C[C@@H]4C[C@H](O)CC[C@]4(C)[C@H]3CC[C@]12C

Assay by compound	9	10	11	12	13	14	15	16
APJ antag	9	-6	0&10	0	15	19	29	-4
CXCR6 inh	0	4	3&2	-3	-15	-4	7	-6
697 NFkB inh	7	9	-6&-1	2	-2	1	17	14
Jurkat NFkB inh	-6	-2	18&-2	1	-2	11	-1	12
CCR6 antagonist	-9	10	6&9	-2	2	7	0	-10
Gli-Sufu block	10	2	1&2	-2	-1	-2	3	-10
EBI2 block	-1	-9	0&8	-6	-2	-4	3	-2
UBC13 polyUb	-31	-1	-1&14	41	4	-7	-22	-4

Reformatted: results already given.
[9] Nc1cc(-c2ccncc2)c[nH]c1=O
  APJ antag: 9; CXCR6 inh: 0; 697 NFkB inh: 7; Jurkat NFkB inh: -6; CCR6 antagonist: -9; Gli-Sufu block: 10; EBI2 block: -1; UBC13 polyUb: -31

[16] C[C@H](CCC(=O)O)[C@H]1CC[C@H]2[C@@H]3[C@@H](O)C[C@@H]4C[C@H](O)CC[C@]4(C)[C@H]3CC[C@]12C
  APJ antag: -4; CXCR6 inh: -6; 697 NFkB inh: 14; Jurkat NFkB inh: 12; CCR6 antagonist: -10; Gli-Sufu block: -10; EBI2 block: -2; UBC13 polyUb: -4

[10] CCCn1ncc(CN2CCCC(C(=O)c3cccc(OC(C)C)c3)C2)c1C (configuration not stated)
  APJ antag: -6; CXCR6 inh: 4; 697 NFkB inh: 9; Jurkat NFkB inh: -2; CCR6 antagonist: 10; Gli-Sufu block: 2; EBI2 block: -9; UBC13 polyUb: -1

[14] CCCOc1ccccc1-c1nc2n[nH]nc2c(=O)[nH]1
  APJ antag: 19; CXCR6 inh: -4; 697 NFkB inh: 1; Jurkat NFkB inh: 11; CCR6 antagonist: 7; Gli-Sufu block: -2; EBI2 block: -4; UBC13 polyUb: -7

The results go on.
17. O=c1cc[nH]c(=O)[nH]1
18. CC(=O)[C@H]1CC[C@H]2[C@@H]3C[C@H](C)C4=CC(=O)CC[C@]4(C)[C@H]3[C@@H](O)C[C@]12C
19. COc1ccccc1OCC(O)COC(N)=O (configuration not stated)
20. C[C@]12CC[C@H]3[C@@H](CCC4=CC(=O)CC[C@@]43C)[C@@H]1CC[C@@H]2C(=O)CO
21. CCOC(=O)C1(CCOc2ccccc2)CCN(Cc2ccc(O)c(Cl)c2)CC1
22. Nc1ccc(C(=O)Nc2ccccc2N)cc1
23. CCOc1ccc(S(=O)(=O)N2CCCCCC2)c2ccccc12
24. Cc1nc2c3ccccc3nc(NNC(=O)CCC(=O)N3CCN(c4ccccc4)CC3)n2n1

Assay by compound	17	18	19	20	21	22	23	24
APJ antag	-5	17	6	10	11	4	20	17
CXCR6 inh	-2	4	-5	10	2	-2	7	-2
697 NFkB inh	1	18	16	-5	-46	-200	20	0
Jurkat NFkB inh	-8	-2	8	-11	-26	40	6	7
CCR6 antagonist	11	-4	3	17	2	12	14	9
Gli-Sufu block	2	16	4	13	29	18	2	7
EBI2 block	4	-4	-1	9	-6	1	-5	4
UBC13 polyUb	-8	13	5	-20	6	-8	11	-1

25. C[C@H]1c2cccc(O)c2C(=O)C2C(=O)C3(O)C(=O)C(C(N)=O)C(=O)[C@@H](N(C)C)[C@@H]3[C@@H](O)[C@@H]21 (some centres not stated)
26. O=C1N(c2ccccc2)c2ccccc2C1(Cc1ccncc1)Cc1ccncc1
27. Cc1coc2c1C(=O)C(=O)c1c-2ccc2c1CCCC2(C)C
28. c1ccc2c(CC3=NCCN3)cccc2c1
29. C/C=C/C=N\NC(=O)c1ccncc1
30. COc1c(O)cc2c(c1O)C1OC(CO)C(O)C(O)C1OC2=O (configuration not stated)

Assay by compound	25	26	27	28	29	30
APJ antag	-2	-6	-135	8	5	11
CXCR6 inh	1	-2	-6	-6	-2	3
697 NFkB inh	-2	12	6	-11	1	10
Jurkat NFkB inh	-8	4	-7	-15	-13	-6
CCR6 antagonist	9	1	-2	-2	0	8
Gli-Sufu block	1	2	-17	2	1	0
EBI2 block	-10	3	1	-7	-1	2
UBC13 polyUb	10	-2	-81	4	-5	-7

Entries by screen from the list.
CXCR6 inh, compounds 25–30, in order: 1, -2, -6, -6, -2, 3
Jurkat NFkB inh, compounds 25–30, in order: -8, 4, -7, -15, -13, -6
